D2 potentiator = positive allosteric modulators of human D2 dopamine receptor. P14416. HEK293 T-REx D2, calcium flux, EC20 dopamine potentiation. potentiation, % at 10 µM. 340,000 tested, 0.34% active;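 active means potentiation over 3 SD above the plate norm, cut at about 30% in these data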; further: 0% is about no effect
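Tetracycline-induced Hek293 Trex D2 cells, force-coupled to calcium, loaded with no-wash calcium dye. Compound added with 180 s kinetic read for agonism, then EC20 dopamine and a further 180 s read for potentiation.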
D1 ag = agonists of human D1 dopamine receptor; P21728; HEK293 T-REx D1 cells, calcium flux, agonist mode; activation, % at 2 µM; 360,000 tested, 1% active; AID 504660; in the data active means activation above about 30%; further: 0% is about no effect
Target sequence (P21728 whole entry, looked up): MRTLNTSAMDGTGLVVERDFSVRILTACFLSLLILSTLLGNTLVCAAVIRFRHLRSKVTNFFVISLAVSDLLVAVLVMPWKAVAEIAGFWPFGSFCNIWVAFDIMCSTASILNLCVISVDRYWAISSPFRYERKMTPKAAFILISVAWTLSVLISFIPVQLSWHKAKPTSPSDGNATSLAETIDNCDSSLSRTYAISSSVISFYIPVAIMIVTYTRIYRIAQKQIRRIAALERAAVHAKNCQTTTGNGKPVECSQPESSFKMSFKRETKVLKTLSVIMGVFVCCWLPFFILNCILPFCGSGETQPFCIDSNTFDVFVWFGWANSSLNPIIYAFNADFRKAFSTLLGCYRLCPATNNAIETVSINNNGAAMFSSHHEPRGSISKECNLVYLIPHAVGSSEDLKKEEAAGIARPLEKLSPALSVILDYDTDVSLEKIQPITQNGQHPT
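Inducible HEK293 T-REx D1 cells, force-coupled to calcium signalling, were plated at 4000 cells/well with tetracycline and held overnight at 30 C. After no-wash calcium dye loading, compound-evoked calcium rise over 180 s flagged agonists.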
Glioma ERSR ind = ER stress response induction in glioma. U87-MG GRP78 promoter luciferase reporter, 16 h. Potency, µM, for the others: at the highest dose activation, usual class: activators. 420,000 tested, 0.02% active; further: potency means the concentration at half of the fitted maximal effect; series mostly up to about 76 µM; % of control where 0% means no effect; nearly all actives have a fitted effect of over 35% in size
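Stably transfected U87-MG glioma cells carrying a GRP78-based luciferase sensor; 16 h compound incubation. Luminescence end-point read 10 min after Bright-Glo addition at room temperature.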
LDHA inh = inhibitors of human lactate dehydrogenase A | activity change, % (values are at about 110 or 230 µM) | P00338 | 480,000 tested, 0.15% active | purified LDHA, NADH/diaphorase-resazurin fluorescence; stronger effect = lower value | AID 1347041; in the data active means activity change below about -30%; inconclusive means mostly about -25% to -30%;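 further: plate controls were DMSO wells for no effect and wells without enzyme for full effect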
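Human LDH5 (2 nM) was incubated with 0.06 mM NADH and 0.2 mM pyruvate for 5 min at room temperature in Tris pH 7.4. Remaining NADH was coupled through diaphorase/resazurin, and resorufin fluorescence was read at 0 and 20 min.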
D1 potentiator = enhances dopamine response at the human D1 receptor | potentiation, % at 10 µM | HEK293 TREx D1 cells, calcium flux, dopamine EC20 potentiation | 360,000 tested, 0.036% active | P21728; in the data active means potentiation above about 30%; further: 0% is about no effect
D1 antagonist = human D1 dopamine receptor antagonism | P21728 | HEK293 TREx D1 cells, calcium flux, dopamine EC80; stronger effect = lower value | activity change, negative = inhibition, % at 10 µM | 360,000 tested, 3.2% active; in the data active means activity change below about -30%; further: on the % scale 0 is the no-effect control and ±100 the full control effect
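Allosteric or orthosteric antagonism assessed as attenuation of the calcium response to EC80 dopamine, added 180 s after compound, in induced HEK293 Trex D1 cells loaded with no-wash calcium dye.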
Vif-A3F inh = inhibitors of Vif-A3F interaction; Potency, µM (highest dose often 46.1 µM), for the others: at the highest dose activity, negative = active; 390,000 tested, 0.2% active; HeLa A3F-eYFP + Vif (tagged APOBEC3F with the HIV-1 protein that degrades it), YFP fluorescence increase; further: potency means the concentration at half of the fitted maximal effect; % of control where 0% means no effect; nearly all actives have a fitted effect of over 65% in size
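Fluorescence increase (Ex 488/Em 500-530) after overnight compound treatment at 37 deg C flags inhibition of Vif-driven A3F-eYFP loss in stable HeLa A3F-eYFP/Vif cells seeded overnight beforehand.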
Vif-A3G inh = blocks the Vif interaction with human APOBEC3G; Q9HC16; HeLa A3G-eYFP + Vif (tagged APOBEC3G with the HIV-1 protein that degrades it), YFP fluorescence, overnight; Potency, µM (doses to about 46.1 µM), without a hit: at the top dose activity, negative = active, usual class: inhibitors; 410,000 tested, 0.076% active; AID 602310;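 further: potency means the concentration at half of the fitted maximal effect; on the % scale 0 is the no-effect control and ±100 the full control effect; nearly all actives have a fitted effect of over 60% in size; hits raise eYFP signal because A3G escapes Vif-driven loss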
Target sequence (Q9HC16 whole entry, looked up): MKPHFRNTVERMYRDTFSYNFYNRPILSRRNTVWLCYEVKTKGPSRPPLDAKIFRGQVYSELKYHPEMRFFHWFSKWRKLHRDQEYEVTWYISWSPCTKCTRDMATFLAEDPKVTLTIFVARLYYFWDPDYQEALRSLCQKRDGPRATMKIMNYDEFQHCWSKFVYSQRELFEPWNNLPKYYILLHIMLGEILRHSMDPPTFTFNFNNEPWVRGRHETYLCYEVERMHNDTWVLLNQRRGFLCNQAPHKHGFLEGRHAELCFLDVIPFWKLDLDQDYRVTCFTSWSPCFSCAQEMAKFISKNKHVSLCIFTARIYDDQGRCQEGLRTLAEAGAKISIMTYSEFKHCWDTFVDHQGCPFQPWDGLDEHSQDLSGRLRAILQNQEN
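HeLa cells stably expressing Vif and C-terminally eYFP-tagged A3G, seeded overnight at 37 deg C, then exposed to compound by pintool overnight at 37 deg C. Rise in yellow fluorescence (Ex 488/Em 500-530, Acumen) marks blocked Vif-driven A3G degradation.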
RXFP1 ag = activates the human relaxin receptor RXFP1 | Q9HBX9 | HEK293T-RXFP1 cAMP TR-FRET, 30 min; response scale: percent of porcine relaxin response, buffer zero | Potency, µM (highest dose often 57.5 µM), for the others: top-dose activation, actives largely listed as activators | 370,000 tested, 0.3% active; further: potency means the concentration at half of the fitted maximal effect; on the % scale 0 is the no-effect control and ±100 the full control effect; nearly all actives have a fitted effect of over 60% in size; many of its hits are not listed in these tables
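HEK293T cells stably expressing RXFP1 were pretreated with the PDE4 inhibitor Ro 20174, exposed to compounds for 30 min at 37C, lysed, and cAMP was read by TR-FRET. Data normalized to buffer (basal) and 29 nM porcine relaxin (100%).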
The depositor's hits bear a star; ? = inconclusive; nt = no result given; & = joins results of further samples. Unless noted, the call rests on the fitted dose curve; in most records, active means well fitted curve in the direction sought with a large enough effect; inconclusive means small, poorly fitted or top-dose-only effect, or another doubt; inactive means no such curve, though single readings can be large; an effect the other way counts as inactive or inconclusive. An excerpt. The share of hits here may be higher or lower than overall.

SMILES	D2 potentiator	D1 ag	Glioma ERSR ind	LDHA inh	D1 potentiator	D1 antagonist	Vif-A3F inh	Vif-A3G inh	RXFP1 ag
COc1cc(CCCN2C(=S)NC[C@@H]2Cc2ccccc2)cc(OC)c1OC	2.7	-2.8	-5.3%	-4.7	-3.0	3.4	1.6%	1.9%	-0.1%
COc1cc2c(cc1OC)C(COc1ccc3c(C)cc(=O)oc3c1)N(C(=O)c1cccc(OC)c1OC)CC2 (stereo not drawn)	-0.1	4.0	-0.6%	-6.9	1.3	-0.9	2.0%	-3.3%	0.6%
CN1C(=O)/C(=C/c2ccc(OCc3ccccc3F)cc2)N(C)C1=S	5.7	1.7	1.3%	-8.5	-4.5	-13.3	5.9%	2.4%	-0.6%
COc1ccc(OC)c(S(=O)(=O)N2CCC(C(=O)NCCc3ccc(OC)c(OC)c3)CC2)c1	6.0	-0.7	-0.8%	-0.6	-2.9	10.2	-15.0%	-0.3%	-0.1%
COc1cc(OC)cc(N(C(=O)CNC(=O)c2ccco2)C(C(=O)NCC2CCCO2)c2ccccc2)c1 (stereo not drawn)	14.1	3.0	-0.5%	-17.2	0.1	-2.2	8.8%	-1.8%	-1.0%
CCOC(=O)[C@H]1[C@H]2COc3ccc(Br)cc3[C@@H]2N2C(=O)c3ccc(F)cc3NC(=O)[C@@]12C	16.9	3.5	-0.1%	13.4	4.1	7.0	-8.8%	-19.9%	0.2%
CCN(/C(N)=N/c1nc(C)cc(C)n1)c1ccccc1	-0.7	2.0	-2.6%	-15.8	-5.1	-11.8	1.3%	-5.0%	0.8%
CCc1cc2c(COC(=O)c3cccc(S(C)(=O)=O)c3)cc(=O)oc2cc1O	-2.9	2.6	-2.5%	-3.8	-2.5	-9.8	22.2%	2.7%	-1.4%
NNC(=O)c1cccn(Cc2cccc(C(F)(F)F)c2)c1=O	1.0	2.4	1.9%	-0.7	-6.0	-1.4	1.8%	0.3%	3.6%
COC(=O)c1nnc(-c2ccccc2)c(-c2ccccc2)n1	7.5	0.3	-5.0%	-2.2	-11.7	6.1	-0.1%	0.3%	-0.9%
O=C(NCc1cccc(Cl)c1)C1CCCN(c2ncnc3onc(-c4ccc(F)cc4)c23)C1 (stereo not drawn)	6.3	7.5	-3.5%	-3.4	-3.9	-6.5	1.8%	-4.5%	-2.8%
CCOC(=O)CNC(=O)CSc1nnc(NC(=O)c2ccc3c(c2)OCO3)s1	-2.4	1.0	-4.6%	-1.6	4.7	-6.9	0.0%	0.0%	8.8%
O=C(N/N=C/c1ccc(Br)cc1)c1ccccc1-n1cccc1	-7.2	0.1	-1.8%	-5.2	0.3	6.4	-7.7%	?	1.3%
COC(=O)C1=C(CSc2nncn2C)NC(=O)NC1c1cc(C)ccc1C (stereo not drawn)	nt	0.7	-1.0%	-9.7	-0.5	12.1	-12.7%	0.9%	-0.4%
CCCNCC(=O)Nc1cccc(S(=O)(=O)NC2=NCCCCC2)c1	nt	nt	-3.5%	?	nt	nt	0.3%	1.8%	nt
O=C(O)c1cc(Sc2ccc(Br)cc2)nc2ccccc12	3.0	1.2	-0.1%	-0.7	-5.7	8.6	-3.4%	-3.6%	10.2%
CC(=O)Nc1ccc(C=NNc2ccc(S(=O)(=O)Nc3ccccc3C(=O)O)cc2[N+](=O)[O-])cc1	nt	nt	-2.1%	?	nt	nt	0.5%	9.1%	nt
COc1ccccc1N1CCN(C2CC(=O)N(c3cccc(Cl)c3)C2=O)CC1 (stereo not drawn)	-7.9	0.5	-0.7%	0.9	-7.5	4.4	2.1%	-5.8%	-0.1%
CCOC(=O)c1ccc(NC(=S)N(CCCN2CCCC(C)C2)Cc2cccs2)cc1 (stereo not drawn)	-32.4	5.9	-2.1%	-2.8	-5.5	-15.8	-3.2%	1.3%	1.6%
CN(C(=O)c1ccccc1)c1nc2ccccc2s1	22.0	1.4	-10.0%	-3.8	-4.5	-16.9	-15.1%	-0.6%	0.3%
COc1cccc(CC(=O)OCC(=O)N(C)CC(=O)Nc2ccc(F)cc2)c1	18.1	0.8	-1.2%	-0.7	-0.7	-3.4	-10.5%	-0.1%	-1.6%
CCCc1nnc(NC(=O)c2oc3ccccc3c2COCC)s1	17.9	1.5	3.1%	-7.1	0.3	4.0	7.5%	-0.8%	-0.1%
Cc1ccc(-c2nnn3c2nc(NCCc2ccc(Cl)cc2)c2ccccc23)cc1	-1.6	3.9	3.0%	2.4	4.2	10.4	-0.5%	3.8%	6.4%
CC(C)NC(=O)c1cccc(NC(=O)CC2SC(N3CCCCC3)=NC2=O)c1 (stereo not drawn)	8.4	1.4	-3.0%	-1.7	-2.5	-0.5	10.5%	3.7%	1.7%
O=C(Nc1ccccc1)c1ccc(-c2ccccc2C(F)(F)F)o1	-12.3	-0.9	0.3%	0.7	-1.6	14.0	-4.7%	-1.4%	0.8%
CN1C(=O)NC(NC(=O)C2CCCCC2)(C(F)(F)F)C1=O (stereo not drawn)	-0.4	-2.3	-2.4%	-3.5	3.3	-4.9	-8.5%	1.2%	0.2%
Cc1ccc(N2CC(NC(=O)c3ccc4c(c3)OCO4)CC2=O)cc1 (stereo not drawn)	-13.2	-4.6	-0.2%	-4.9	3.4	nt	-6.9%	-4.6%	1.6%
CCOC(=O)CSc1n[nH]c(NS(=O)(=O)c2ccccc2C(F)(F)F)n1	-14.0	3.6	10.9%	-3.2	-3.9	-19.6	-25.6%	4.9%	0.4%
Cc1cccc(C(=O)N2CCC(N3CCN(Cc4ccc(F)cc4)C(=O)C3=O)CC2)c1	-4.7	1.4	-2.7%	-13.4	-5.0	8.7	2.3%	2.8%	0.5%
CC1CCc2c(cnc3ncnn23)C1 (stereo not drawn)	-8.6	2.5	-4.8%	-5.4	-2.1	9.9	8.9%	-1.8%	21.0%
COc1ccc(N2CCN(C(c3cccs3)C(C)NC(=O)c3ccc4c(c3)OCO4)CC2)cc1 (stereo not drawn)	-2.6	2.1	-3.2%	1.0	-2.5	2.3	-1.3%	4.8%	2.6%
Cc1cc(C)cc(NC(=O)CSCn2nnc3c(=O)[nH]c(Cc4ccc(F)cc4)nc32)c1	-8.2	0.6	-3.5%	-4.4&-11.3	0.1	4.0	-6.6%	0.2%	0.2%
O=C(NCc1cn2ccccc2n1)C1CCC(=O)N(Cc2ccccc2F)C1 (stereo not drawn)	-0.7	3.2	-2.0%	-7.2	5.2	18.1	8.2%	3.5%	0.0%
Cc1onc(-c2c(F)cccc2Cl)c1C(=O)N1CCCc2ccccc21	-3.9	2.5	-4.4%	3.2	-3.6	9.1	-1.9%	?	0.4%
CCCCC/C(=N\NC(=O)Nc1ccccc1)c1ccccc1	nt	1.5	-4.8%	-2.4	0.3	-0.2	3.0%	-5.1%	2.3%
COCc1[nH][nH]c(=O)c1C=Nc1ccc(C(F)(F)F)cc1	-1.4	2.5	-4.1%	-5.0	-2.6	-4.3	0.9%	4.3%	-0.5%
Cc1ccc(C)c(NC(=O)CSc2nccn2Cc2ccco2)c1	-2.5	6.7	6.2%	0.8	-4.8	13.9	0.6%	-1.8%	0.8%
O=C(NCCCCNC(=O)c1ccc(F)cc1)c1ccc(F)cc1	0.2	-0.5	-1.8%	-3.5	-2.8	5.8	-2.4%	8.4%	-1.4%
O=C(NC(=O)N1CCCCCC1)c1ccccc1	3.4	0.3	-1.9%	-10.9	-1.4	2.0	-20.4%	-4.8%	-0.1%
O=C1NC(c2ccccn2)Nc2sc3c(c21)CCC3 (stereo not drawn)	14.8	1.2	?	7.8	1.2	-15.6	9.0%	3.7%	2.1%

Sorted by SMILES length (largest number first): some entries from above
SMILES	D2 potentiator	D1 ag	Glioma ERSR ind	LDHA inh	D1 potentiator	D1 antagonist	Vif-A3F inh	Vif-A3G inh	RXFP1 ag
Cc1cccc(C(=O)N2CCC(N3CCN(Cc4ccc(F)cc4)C(=O)C3=O)CC2)c1	-4.7	1.4	-2.7%	-13.4	-5.0	8.7	2.3%	2.8%	0.5%
CCOC(=O)CSc1n[nH]c(NS(=O)(=O)c2ccccc2C(F)(F)F)n1	-14.0	3.6	10.9%	-3.2	-3.9	-19.6	-25.6%	4.9%	0.4%
O=C(Nc1ccccc1)c1ccc(-c2ccccc2C(F)(F)F)o1	-12.3	-0.9	0.3%	0.7	-1.6	14.0	-4.7%	-1.4%	0.8%
CCCc1nnc(NC(=O)c2oc3ccccc3c2COCC)s1	17.9	1.5	3.1%	-7.1	0.3	4.0	7.5%	-0.8%	-0.1%

Continued:
SMILES	D2 potentiator	D1 ag	Glioma ERSR ind	LDHA inh	D1 potentiator	D1 antagonist	Vif-A3F inh	Vif-A3G inh	RXFP1 ag
Cc1ccnc(NC(=O)c2ccc(Cl)c(NC(=O)c3ccccc3C)c2)c1	19.7	9.7	-2.1%	-3.3	-3.6	2.5	1.4%	1.6%	-0.3%
CCOc1ccc(NC(=O)N2CCc3ccccc3C2)cc1	1.8	4.6	1.7%	3.6	-1.1	14.4	-3.6%	1.6%	1.1%
O=C(Nc1n[nH]c(C2CCCCC2)n1)C1CCCCC1	0.2	2.4	4.1%	-0.4	4.7	-3.8	0.3%	-2.1%	-0.2%
Cc1cc(Cl)ccc1NC(=O)C1CCN(S(=O)(=O)c2ccc3[nH]c(=O)ccc3c2)CC1	10.4	0.4	-3.0%	-1.9	-4.8	9.5	-0.9%	-2.8%	12.5%
CN(C(=O)C1CCN(S(=O)(=O)c2cccs2)CC1)c1ccccc1	5.5	4.0	-2.2%	-3.2	3.8	-6.3	8.4%	1.3%	0.8%
CC(C)(C)c1ccc(N2C(=O)CSC2c2cccnc2)cc1 (stereo not drawn)	4.7	4.3	-11.9%	-7.1	-2.0	-8.2	-13.5%	0.6%	1.0%
CCOC(=O)c1ccc(NC2OC(=O)c3ccccc32)cc1 (stereo not drawn)	4.5	-0.6	-1.8%	0.6	-4.1	0.9	-13.7%	3.0%	0.2%
O=C(Cc1ccccc1)N/N=C/c1cc(Br)c(Br)o1	21.5	2.2	2.2%	0.5	-10.3	-7.8	-19.1%	-7.8%	2.3%
COc1ccc(-c2cc3nc(C)c(CCC(=O)N4CCN(c5ccccc5)CC4)c(C)n3n2)c(OC)c1	-1.4	-0.1	-2.8%	5.8	-0.6	0.6	-1.8%	1.7%	-0.6%

Compound activity from PubChem.
